Screening results: PubChem BioAssay, NCI
NCI-60 one-dose screen, 48 h, at 10 µM unless noted. Numbers give growth in % (100 = growth as untreated, 0 = no growth, -100 = all killed).
SN12C = SN12C renal cancer cells; 81,000 compounds, 3.8% hits
SW-620 = SW-620 colon cancer; 82,000 compounds, 5.2% hits
HCT-15 = HCT-15 colon cancer. 82,000 compounds, 5.2% hits. AID 1794746
HT29 = HT29 colon cancer; 81,000 compounds, 7.4% hits; AID 1794748
786-0 = 786-0 renal cancer cells. 81,000 compounds, 5.1% hits
HCC-2998 = HCC-2998 colon cancer; 79,000 compounds, 4.7% hits
UO-31 = UO-31 renal cancer; AID 1794768; 81,000 compounds, 5.2% hits
HCT-116 = HCT-116 colon cancer; 82,000 compounds, 7.3% hits; AID 1794798
TK-10 = TK-10 renal cancer cells; AID 1794769; 81,000 compounds, 3.9% hits
* = called active by the depositor; · = no result given; & = joins results of further samples. The calls were made as follows: active = growth percent below 10; inactive = the rest.

The opening 3 records, to show the layout:
SMILES	SN12C	SW-620	HCT-15	HT29	786-0	HCC-2998	UO-31	HCT-116	TK-10
N#C/C(=C\NC(=S)Nc1cc(Cl)ccc1Cl)C(=O)c1ccc2ccccc2c1	100	108	102	105	97	105	79	90	146
O=C(CCCCC(=O)N/N=C/c1ccc2c(c1)CCC2)N/N=C/c1ccc2c(c1)CCC2	89	108	94	103	117	107	69	96	107
O=C1NC2CSC(CCCCC(=O)ON3C(=O)CCC3=O)C2N1 (stereo not given)	103	111	100	102	101	103	85	104	96

The list itself, previewed entries included:
SMILES	SN12C	SW-620	HCT-15	HT29	786-0	HCC-2998	UO-31	HCT-116	TK-10
N#C/C(=C\NC(=S)Nc1cc(Cl)ccc1Cl)C(=O)c1ccc2ccccc2c1	100	108	102	105	97	105	79	90	146
O=C(CCCCC(=O)N/N=C/c1ccc2c(c1)CCC2)N/N=C/c1ccc2c(c1)CCC2	89	108	94	103	117	107	69	96	107
O=C1NC2CSC(CCCCC(=O)ON3C(=O)CCC3=O)C2N1 (stereo not given)	103	111	100	102	101	103	85	104	96
Cn1c2ccccc2c2nnc(NCCCCO)nc21	94	93	89	102	99	98	68	90	123
C#CCOc1ccc2ncnc(Nc3ccc(NC(=O)C=C)cc3)c2c1	1.1*	-46*	-15*	-35*	-38*	82	-26*	-80*	-63*
NS(=O)(=O)c1nnc(/N=C/c2c(O)[nH]c3ccccc23)s1	101	106	102	105	98	107	73	95	142
O=C(Nc1cccc(-n2cc(-c3ccncc3)c(-c3ccc(Cl)c(O)c3)n2)c1)Nc1cccc(C(F)(F)F)c1	15	29	18	78	34	40	25	9.7*	22
S=C1CCCCN1	104	112	98	·	103	·	94	96	117
COc1ccc2nc(C)c3c(c2c1[N+](=O)[O-])Oc1ccccc1N3	95	102	102	76	94	107	99	85	103
C/C(=N\NC(=S)Nc1cccc(Cl)c1Cl)c1sc(Nc2cccc(Cl)c2)nc1C	112	105	95	116	102	116	86	110	120
O=C(N=Nc1c(O)n(Cc2ccccc2)c2ccccc12)c1ccc(Cl)cc1	61	51	46	89	89	86	90	44	111
O=C(c1ccccc1)c1cn(C2CCCCC2)c(-c2ccccc2)c1NC1CCCCC1	84	100	85	64	82	93	58	53	102
CC1=CC(C)(C)NC(=S)N1	96&112	111&102	99&115	109&110	102	91&113	102	104&106	105&106
O=C(/C=C/c1ccc(Cl)cc1)c1cccc(Nc2nc(Nc3ccccc3)nc(Nc3ccccc3)n2)c1	102	99	84	99	86	89	62	30	93
NCCCCCCCCN	98	105	94	107	109	111	47	96	132
CCCCNC(=O)NS(=O)(=O)c1ccc(N2N=C(c3ccc(OC)cc3)CCC2=O)cc1	·	99	104	134	103	112	98	99	105
CCOC(=O)c1ccc(N=C(N)N)cc1	99	105	96	91	95	97	87	86	99
CCCCC1CCCCN1C(=O)OCC(C)C (stereo not given)	97	105	106	100	96	101	96	96	109
COc1ccc(-c2nc(SCCC(C)C)nc(N/N=C(/C)c3cccc(OC)c3)c2C#N)cc1	72	87	102	106	91	94	66	86	106
O=S(=O)(O)c1cccc(Nc2ccc3ccccc3c2)c1	92	93	110	99	104	104	69	91	115
COc1cccc(/C=C/c2nccc3ccccc23)c1OC	90	105	80	75	97	118	83	76	87
COC1=C(Br)C(=O)C(OC)=C(Br)C1=O	95	·	96	106	103	114	93	90	96
CC(C)OCc1cc(Cl)ccc1O	92	101	90	80	103	105	86	98	113
CCCCCCCCCCCCNC(=O)[C@H]1CSC(c2cc3ccccc3s2)N1 (stereo not given in full)	-16*	3.6*	-34*	-8.3*	12	61	-83*	-80*	-79*
Cc1[nH]c(N=Nc2ccccc2)nc1N=Nc1ccccc1	39	32	23	31	6.2*	26	-22*	11	13
O=C(O)C(Br)C(Cl)c1ccccc1 (stereo not given)	102	104	104	111	103	99	92	114	110
COc1ccc(C2=NN(C(C)=O)C(c3cccc(Nc4ccnc5cc(Cl)ccc45)c3)C2)cc1 (stereo not given)	49	74	45	7.9*	59	83	38	44	58
O=C(CN1CCOCC1)Nc1ccc(-c2nc3ccccc3s2)cc1	101	108	94	103	101	88	95	96	112
CCCc1[nH]c(-c2cc(N)ccc2Cl)c2c1C(=O)CCCC2	92	105	91	104	91	101	78	95	107
CC1(C)CC(=O)C2=C(C1)N(c1ccc(OC(F)(F)F)cc1)C(N)=C(C#N)C2c1ccc(Br)cc1F (stereo not given)	59	70	71	80	36	88	70	47	119
CCN1CCCSC1=S	95	110	97	99	116	102	89	114	97
CCN1C(=O)N(CC)C2C1NN=c1s/c(=C3\C(=O)N(C(C)C)c4ccccc43)c(=O)n12 (stereo not given)	22	27	12	2.1*	31	20	45	10	57
CC(C)(C)Nc1c(-c2cccs2)nc2ccccn12	97	101	105	97	104	107	77	102	98
O=c1nc(SCc2cc(F)cc(C(F)(F)F)c2)nc(SCc2ccc3sccc3c2)[nH]1	93	100	71	90	92	109	75	70	106
CC(=O)Nc1cccc(OCC(=O)O)c1	104	98	97	101	99	100	93	98	96
CSCCC(NCCC(=O)O)C(=O)O (stereo not given)	112	102	99	114	105	99	85	100	119
CCOC(=O)N1CCN(c2ccc(C)cc2)CC1	103	106	107	105	106	113	107	104	110
Cc1oc2ccc(O)c(CN3CCCCCC3)c2c1C(=O)Nc1ccc(C(F)(F)F)cc1	67	67	45	80	49	11	41	33	81
c1cc(-c2nnc(Nc3ccc4c(c3)OCCO4)o2)[nH]n1	96	105	109	106	101	101	83	105	111
COc1cc2nc(N3CCCC3)nc(NCCc3c[nH]c4ccccc34)c2cc1OC	102	107	99	100	107	108	95	98	96
NC(=O)SCC(=O)Nc1cccc(O)c1	104	104	108	109	104	102	90	106	103
N#Cc1c(Nc2ccccc2)n[nH]c1-c1ccc(F)cc1	79	89	100	81	83	101	65	67	88
CC(=O)Nc1ccc(Cl)cc1C(=O)c1ccc[nH]1	107	109	108	104	103	98	88	100	90
CN1CCN(C(=O)[C@@]2(C)CC[C@]3(C)CC[C@]4(C)C(=CC[C@@H]5[C@@]6(C)CC[C@H](OC(=O)c7cccnc7)C(C)(C)[C@@H]6CC[C@]54C)[C@@H]3C2)CC1	80	-35*	-47*	8.5*	13	97	74	52	116
Fc1ccc(-c2cc(-c3nnc(/C=C/c4ccc5c(c4)OCO5)o3)[nH]n2)cc1F	108	111	89	105	104	108	84	93	121
O=C(c1ccc(Cl)cc1)c1ccc(OCCCN2CCN(c3ccncc3)CC2)cc1	·	19	-19*	11	34	65	40	17	82
Cc1ccc(N2CCN(C(=S)Cc3cccc4ccccc34)CC2)cc1	102	104	107	98	97	107	80	95	104
COc1ccc(N2CCN(CCC3=C(C)NC4SC(c5ccc(Cl)cc5)=NN4C3=O)CC2)cc1 (stereo not given)	102	104	93	109	109	102	82	98	146
O=c1c2ccccc2nc(CN2CCCCC2)n1/N=C/c1ccc([N+](=O)[O-])cc1	96	99	100	109	106	113	79	100	100
CCCCSc1nc(N/N=C/c2cc(Cl)ccc2O)c(C#N)c(-c2ccc(Cl)cc2)n1	·	69	24	97	91	75	78	28	98
O=C1Nc2cc(Cl)ccc2/C1=C\c1ccc(OCc2ccccc2)cc1	96	99	95	105	105	102	76	98	154
COC(=O)[C@]12CC[C@@H](C)[C@H](C)[C@@H]1C1=CC[C@@H]3[C@@]4(C)C[C@@H](O)[C@H](O)[C@@]5(C)COC(=C45)C[C@@]3(C)[C@]1(C)CC2	97	98	58	83	85	92	87	71	107
C=CCOC(=O)C1=C(C)NC2=C(C(=O)CC(c3ccc(Cl)cc3)C2)C1c1cccnc1 (stereo not given)	79	71	60	84	78	85	65	79	97
COc1ccc(/C=C2\N=C(c3ccccc3)N(c3cc(OC)c(OC)cc3C(=O)N3N=C(C)CC3=O)C2=O)cc1	94	108	90	100	99	113	69	90	113
O=C(O)c1cc(I)c(O)c(I)c1	92	94	106	115	103	112	96	109	102
COc1ccc(NC(=O)NS(=O)(=O)c2ccc(N3N=C(c4cc5ccccc5oc4=O)CC3c3ccc(OC)c(OC)c3)cc2)cc1 (stereo not given)	97	103	93	·	97	104	86	83	·
C#C[C@]1(CO)O[C@@H](n2cnc3c(N)nc(OC)nc32)C[C@@H]1O	91	111	106	89	99	92	87	88	95
CCCCCCCCCCOC(=O)c1cccnc1	99	100	98	103	·	94	·	96	100
CCOC(=O)NC(Cc1ccccc1)c1ccccc1 (stereo not given)	106	95	106	98	97	104	93	96	96
c1ccc(Sc2ccncc2)cc1	104	106	104	98	101	127	100	103	108

Five compounds already listed, ordered by formula weight, descending:
SMILES	SN12C	SW-620	HCT-15	HT29	786-0	HCC-2998	UO-31	HCT-116	TK-10
COc1ccc(/C=C2\N=C(c3ccccc3)N(c3cc(OC)c(OC)cc3C(=O)N3N=C(C)CC3=O)C2=O)cc1	94	108	90	100	99	113	69	90	113
O=C(O)c1cc(I)c(O)c(I)c1	92	94	106	115	103	112	96	109	102
Cc1ccc(N2CCN(C(=S)Cc3cccc4ccccc34)CC2)cc1	102	104	107	98	97	107	80	95	104
CCOC(=O)NC(Cc1ccccc1)c1ccccc1 (stereo not given)	106	95	106	98	97	104	93	96	96
CCCCCCCCCCOC(=O)c1cccnc1	99	100	98	103	·	94	·	96	100

New compounds follow.
SMILES	SN12C	SW-620	HCT-15	HT29	786-0	HCC-2998	UO-31	HCT-116	TK-10
O=C(O)c1c[nH]c2c(Cl)cccc2c1=O	93	113	104	103	98	95	69	99	122
CN(C)CCOc1ccc(C(=C(c2ccccc2)C2CCCC2)c2ccc(OCCN(C)C)cc2)cc1	88	99	63	72	97	79	75	52	99
COC1=CC(c2ccc[nH]2)=N/C1=C\c1[nH]c(C)c(C(=O)CCC(=O)NCCCOCCOCCOCCCNC(=O)CC[C@H](NC(=O)c2ccc(NCc3cnc4nc(N)[nH]c(=O)c4n3)cc2)C(=O)O)c1C	92	104	97	88	99	86	99	90	99
COc1ccc(C(=O)Nc2cccc(C3CCc4c(cc(OC)c(OC)c4OC)O3)c2)cc1 (stereo not given)	70	29	30	18	69	80	54	23	81
CCOC(=O)C(CC(CO)(C(C)=O)C(=O)OCC)C(C)=O (stereo not given)	107	113	104	108	106	104	83	120	98
O=C(C(=Cc1ccccc1)C(=O)c1ccccc1)c1ccccc1	83&79	84&44	89&28	91&47	97&74	129&92	88&61	62&18	88&124
Cc1cc(OC(=O)CSc2nc3ccccc3s2)nc2[nH]c(=O)sc12	95	94	102	103	103	105	75	99	104
CCC1(c2ccccc2)Oc2ccccc2-n2c(C#N)c3ccccc3c2C1=O (stereo not given)	96	107	94	97	94	·	87	87	·
O=S(=O)(NCc1ccccc1)c1ncnc2nc[nH]c12	108	103	108	106	107	101	94	108	115
O=C(O)C(=O)C(O)C(O)C(O)CO (stereo not given)	112	107	102	108	101	94	98	102	124

Outcome played no part in choosing rows. Share with any hit: about 12%.
